# FBW7 act = activators of human E3 ligase FBW7 | Q969H0 | AlphaScreen FBW7–phospho-cyclin E peptide binding, activator screen | normalized activity (activation), % at 26.1 µM | actives 0.13% (n = 650,000); in the data active = normalized activity above about 1.9%;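 also: purified mutant Fbw7 with reduced substrate affinity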
# Target sequence (Q969H0 whole entry, looked up): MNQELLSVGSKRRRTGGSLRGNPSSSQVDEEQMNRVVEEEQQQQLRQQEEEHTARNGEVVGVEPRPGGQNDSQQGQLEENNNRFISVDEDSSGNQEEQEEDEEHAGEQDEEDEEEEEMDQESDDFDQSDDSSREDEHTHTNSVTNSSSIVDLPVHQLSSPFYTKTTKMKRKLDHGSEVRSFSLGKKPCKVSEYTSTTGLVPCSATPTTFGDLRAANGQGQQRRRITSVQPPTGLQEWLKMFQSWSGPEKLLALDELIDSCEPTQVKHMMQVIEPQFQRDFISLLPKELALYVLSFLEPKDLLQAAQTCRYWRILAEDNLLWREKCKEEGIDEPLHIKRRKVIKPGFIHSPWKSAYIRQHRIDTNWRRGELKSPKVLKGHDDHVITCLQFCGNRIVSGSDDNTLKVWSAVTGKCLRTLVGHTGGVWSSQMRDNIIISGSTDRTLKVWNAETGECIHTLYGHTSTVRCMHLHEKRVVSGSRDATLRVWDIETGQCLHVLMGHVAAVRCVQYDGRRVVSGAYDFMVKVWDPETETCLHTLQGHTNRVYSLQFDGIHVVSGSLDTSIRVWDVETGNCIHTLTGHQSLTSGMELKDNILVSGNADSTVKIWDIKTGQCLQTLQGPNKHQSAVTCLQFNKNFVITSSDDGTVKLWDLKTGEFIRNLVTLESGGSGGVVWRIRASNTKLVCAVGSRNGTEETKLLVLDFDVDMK
# MITF primary = inhibitors of human MITF. O75030. AlphaScreen MITF homodimerization, bead proximity signal. inhibition, % at 2.6 µM. actives 0.91% (n = 650,000). AID 1259374; in the data active = inhibition above about 50%;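 also: 0% = vehicle wells with protein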
# GPR151 ag = human GPR151 activation; Q8TDV0; PathHunter beta-arrestin GPR151 cells, luminescence; activation, % at 11.2 µM; actives 1% (n = 650,000); AID 1508602; in the data active = activation above about 4.9%;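 also: 0% = median of compound wells and 100% = cells with positive control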
# Target sequence (Q8TDV0 whole entry, looked up): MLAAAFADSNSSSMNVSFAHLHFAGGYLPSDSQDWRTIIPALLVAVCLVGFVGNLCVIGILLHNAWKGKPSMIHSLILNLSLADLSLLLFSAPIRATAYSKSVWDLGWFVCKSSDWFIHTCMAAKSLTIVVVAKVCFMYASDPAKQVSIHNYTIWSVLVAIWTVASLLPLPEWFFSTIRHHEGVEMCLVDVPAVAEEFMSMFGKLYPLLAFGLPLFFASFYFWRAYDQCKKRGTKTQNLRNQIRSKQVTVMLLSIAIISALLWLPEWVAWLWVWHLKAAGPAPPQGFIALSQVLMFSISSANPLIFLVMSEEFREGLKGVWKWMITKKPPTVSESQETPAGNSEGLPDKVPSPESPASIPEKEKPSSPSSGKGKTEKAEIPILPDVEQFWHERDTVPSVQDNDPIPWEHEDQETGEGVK
# TEAD-YAP block = TEAD-YAP interaction inhibition. HEK-TIYL cells, TEAD-Gal4/YAP UAS-luciferase luminescence. inhibition, % at 9.12 µM. actives 1.4% (n = 640,000). AID 1259422; in the data active = inhibition above about 32%;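 also: 0% = median of test compound wells and 100% = reference inhibitor wells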
# Starred values were filed as active, the others as inactive.
# Values run as follows: FBW7 act, MITF primary, GPR151 ag, TEAD-YAP block
Cc1cccc(Cn2c(SCc3ccc(F)cc3)nc3c2c(=O)n(C)c(=O)n3C)c1
→ 0.9, 8, -1.7, 1
COC(=O)c1cc(N=Cc2c(O)[nH]c3ccccc23)cc(C(=O)OC)c1
→ 0.1, -4, -0.2, -7
Cc1nccn1-c1ccc(NC(=O)C2CCCN(Cc3ccncc3)C2)cc1 (stereo not drawn)
→ 0.0, 1, 0.0, 6
COc1ccc(CC(=O)OCC(=O)c2ccccc2)cc1OC
→ 0.0, 4, 0.4, -5
Cc1ccc(C2=NS(=O)(=O)N(C)C(C(=O)N(C)Cc3ccccc3)=C2)cc1
→ 0.0, 2, -0.7, 5
COc1cc(CNc2ccc3ncc(-c4ccccc4F)n3n2)cc(OC)c1OC
→ 0.6, 10, 3.6, -8
Cc1nc2ccccn2c1-c1csc(Nc2ccccn2)n1
→ -0.1, -16, -0.8, -71
Cc1cccc(-c2nnc(C3CCN(S(=O)(=O)c4ccc(Cl)s4)CC3)o2)c1
→ -0.2, -5, -0.6, -9
Cc1cccc(C(=O)N2CCN(C(=O)c3cccc(C)c3)C(C)C2)c1 (stereo not drawn)
→ 0.0, 7, -0.1, 13
Cc1nc(NCc2cnn(C)c2)sc1-c1ccn(CC2COc3ccccc3O2)n1 (stereo not drawn)
→ -0.3, 0, 0.5, -23
Cc1ccc(NC(=O)c2nccnc2CO)cc1
→ 0.0, -9, -6.2, -48
COc1ccc(-c2[nH]nc3c2C(c2ccccc2F)C(C#N)=C(N)O3)cc1OC (stereo not drawn)
→ -0.4, 1, 1.4, 3
Cc1ccccc1C1=N/C(=C\c2cccc(Cl)c2)C(=O)O1
→ -0.1, -2, -0.9, 3
Cc1cccc(-n2ncc3c(NC4CCCCCC4)ncnc32)c1
→ -0.1, 4, 1.1, 47*
Nc1ccc(-n2nncc2-c2ccc(Cl)cc2)cc1
→ -0.1, -7, 1.4, 0
COc1ccc(-c2cc(C(F)(F)F)c(C#N)c(SCC(N)=O)n2)cc1OC
→ 0.1, 5, 1.3, -5
CCc1cccc(C)c1NC(=S)N(Cc1ccc(C)cc1)Cc1cccnc1
→ 0.0, 15, -0.9, 2
Cc1ccc(C)c(NS(=O)(=O)c2cc(Cl)ccc2Cl)c1
→ 0.0, 0, 1.3, -3
CN(C(=O)c1ccccc1)c1ccccc1N
→ 0.0, 1, 2.6, -10
CN(C)c1ccc(NC(=O)c2ccc(Cl)c([N+](=O)[O-])c2)cc1
→ -0.1, 35, -1.8, -21
Cc1cc(C)c2c(c1)CC(C)(C)C(=O)C2=O
→ 0.0, 6, -0.2, 3
N#CC1=C(SCC(=O)Nc2ccccc2)NC(=O)CC1c1ccc(F)cc1 (stereo not drawn)
→ -0.1, 2, -0.8, -1
O=C1c2ccccc2C(=O)N1OCC(O)COc1ccc([N+](=O)[O-])cc1 (stereo not drawn)
→ 0.0, 2, 1.5, 6
COC(=O)c1c(OCc2ccccc2)cc(=O)n2c1CCN(C1CCOCC1)CC2
→ -0.1, 12, -1.4, 0
Cc1ccc(NC(=O)c2cnn(-c3ccccc3)c2NC(=O)c2cccc(F)c2)cc1
→ 0.1, 6, 0.9, 3
C=CCSc1nnc2c(n1)OC(c1ccc(C)cc1)N(C(C)=O)c1ccccc1-2 (stereo not drawn)
→ 0.1, 6, -0.7, 9
Cc1cc(=O)[nH]c(SCc2cc(=O)n3nc(C)sc3n2)n1
→ 0.2, 0, 1.0, 2
Nn1c(SCC(=O)Nc2ccc(Br)cc2)nnc1-c1ccc(Cl)cc1
→ 0.2, 8, 1.0, 13
CCOCCC(=O)N1CCC(C(=O)OCC)CC1
→ -0.1, 2, 0.4, 6
Cc1ccc(C(=O)Nc2cc(-c3nc4cc(C(C)C)ccc4o3)ccc2Cl)cc1
→ -0.1, -12, -0.2, -7
CC(=O)C1=C(c2ccccc2)N(C(C)=O)n2c(nnc2-c2ccc(Cl)cc2)S1
→ -0.6, 7, -1.0, 12
CCCCN(CC)C(=O)CSc1nc2c(sc(=S)n2-c2ccc(CC)cc2)c(=O)n1-c1ccccc1C
→ 0.0, 5, -0.6, 18
O=C(Cc1ccsc1)N1CCCCC1c1nc2ccccc2[nH]1 (stereo not drawn)
→ -0.2, -2, 0.4, 3
Nc1nnnn1CC(=O)N1CCCCC1
→ 0.3, 13, 0.5, 3
CCNc1nc(NCC)n2c(SCC(=O)Nc3cc(=O)n(C)c(=O)n3C)nnc2n1
→ -0.2, 73*, -0.3, -3
O=S(=O)(Cc1ccccc1)/C1=C(\N2CCOCC2)CCCCCC1
→ 0.0, -10, 1.0, -2
COc1ccccc1N(CC(=O)NCC1CCCO1)S(C)(=O)=O (stereo not drawn)
→ 0.0, 10, -0.5, 3
N#Cc1c(NC(=O)c2ccc([N+](=O)[O-])cc2)sc2c1CCCC2
→ -0.1, 16, -0.1, -22
O=C(N1CCC2(CC1)CC(O)(c1nccs1)CO2)C1(c2ccc(Cl)cc2)CCC1 (stereo not drawn)
→ -0.2, 1, 0.4, -1
O=c1cc2oc3cc(O)c(O)cc3c(-c3ccc([N+](=O)[O-])cc3)c-2cc1O
→ -1.5, 97*, -0.3, 7
COc1ccccc1NC(=O)c1sc(=S)n(-c2ccccc2)c1N
→ 0.1, 11, 0.1, -6
c1cncc(-c2nc3cnccn3c2NC2CCCC2)c1
→ -0.3, 7, 0.7, 2
c1ccc(COc2ccc(OCCCCN3CCOCC3)cc2)cc1
→ -0.2, 27, 0.6, -23
COc1ccc(NC(=O)CCN2CCN(c3ccccc3F)CC2)c(OC)c1
→ -0.4, -9, 0.7, -4
C/C(=N/N1CCN(c2ccccc2)CC1)c1ccc(Br)cc1
→ 0.6, 12, 0.3, -12
CC(=O)c1cccc(NC(=O)N2CCCCCC2)c1
→ 0.1, 20, -1.8, 2
COc1ccccc1-n1cc(CN2CCC(CO)(CCOc3ccccc3)CC2)cn1
→ 0.4, -2, 4.2, -6
Cc1ccc(-c2[nH]ncc2CN2CCC(C(O)c3cccnc3)CC2)cc1C (stereo not drawn)
→ -0.1, -5, -0.3, -3
O=C(COCc1cc(-c2ccc(F)cc2)on1)Nc1cccc(Cl)c1
→ 0.0, 15, -0.3, -6
CC1CCCN(Cc2nc3c([nH]2)c(=O)n(C)c(=O)n3C)C1 (stereo not drawn)
→ 0.0, 1, 1.3, 8
CCOc1c(/C=C(\C#N)C(N)=O)c2ccccc2n1CC
→ 0.1, -5, 2.0, -3
N#Cc1nc(-c2cccs2)oc1N1CCCC1
→ 1.2, 11, -1.1, -14
COc1cccc(CCNC(=O)c2ccc3c(c2)CC(c2nc4ccc(-c5ccnc(N)n5)cc4[nH]2)CO3)c1 (stereo not drawn)
→ -0.2, -5, -0.3, 29
COc1ccc(CCNC(=O)c2cccnc2Cl)cc1OC
→ 0.0, 9, -1.0, 1
CCN1CC=C2C(C#N)=C(N)C(C#N)(C#N)C3(C(=O)Nc4ccccc43)C2C1 (stereo not drawn)
→ -0.7, -3, 0.2, 3
COc1cc(/C=N/N(C)C)cc(OC)c1O
→ -0.1, 35, -0.7, -3
COc1cc([N+](=O)[O-])ccc1NC(=O)c1cc2c(=O)n3cccc(C)c3nc2s1
→ -0.1, -7, 1.5, 1
COc1ccc(NC(=O)C/C(C)=N/NC(=O)C23CC4CC(CC(C4)C2)C3)c(OC)c1
→ 0.1, -7, 0.5, -61
CNc1ncnc2c1cnn2-c1cc(Cl)ccc1C
→ -0.1, -1, -1.1, -9
Cc1nn2c(N(C)CCO)c3c(nc2c1-c1ccccc1)CCC3
→ -0.1, -7, 1.0, -9

# Carrying on:
# Values run as follows: FBW7 act, MITF primary, GPR151 ag, TEAD-YAP block
O=C(NCc1cccs1)c1ccc2c(=O)n(CCCN3CCCC3=O)c(=S)[nH]c2c1
→ -0.1, -13, 2.6, 3
CC(C)C(=O)N1CCN(c2ccccc2NC(=O)c2ccc([N+](=O)[O-])cc2Cl)CC1
→ -0.1, -6, 4.8, -2
Cc1csc(SCc2cc(=O)c(OC(=O)c3cc(Cl)ccc3Cl)co2)n1
→ -0.2, -11, 3.7, -2
CC(C)=NNC(=O)COc1ccccc1C
→ 0.0, -7, 1.2, 0
COC(=O)NCC(c1ccco1)N1CCN(c2ccc(F)cc2)CC1 (stereo not drawn)
→ 0.1, -6, 0.6, -1
COc1ccc(-c2c(C(F)(F)F)oc3cc(OC(=O)C(C)C)ccc3c2=O)cc1OC
→ 0.0, 7, 1.2, -1
Cc1c(C(=O)Nc2cnc3ccccc3c2)sc2nc(C)n(C)c(=O)c12
→ 0.1, -4, -1.3, -10
CCOC(=O)CC1=CSC2=NS(=O)(=O)CCN12
→ -0.1, 5, 2.0, -1
Cc1cc(C)cc(-n2c(/C=C/c3ccc(OCc4ccc(Cl)c(Cl)c4)cc3)nc3ccccc3c2=O)c1
→ -0.1, 0, 0.4, 8
COc1cc(NS(=O)(=O)c2ccc(NC(=O)Cc3ccccc3)cc2)nc(OC)n1
→ -0.2, 6, -0.5, -6
Cc1ccc(Cn2c(SCc3cc(=O)n4cc(Cl)ccc4n3)nc3ccsc3c2=O)cc1
→ -0.1, -2, 1.5, -12
NC(=O)CSc1nnc(SCc2ccccc2)s1
→ -0.1, -3, -2.9, -15
FC(F)(F)c1ccc(N2CCN(Cc3ccccc3)CC2)nc1
→ -0.2, -6, -0.7, -11
O=C(CCc1ccccc1)Nc1ccc(Cl)cc1C(=O)O
→ 1.1, 15, -3.3, -15
CC(=O)NC(CC(C)C)c1nc2cccnc2n1C (stereo not drawn)
→ 0.0, 2, 0.5, -2
CC(C)(C)Nc1nc(Nc2ccc(OC(F)(F)F)cc2)nc(OCC(F)(F)F)n1
→ 0.5, -14, 1.8, -8
CCOC(=O)c1sc2ncnc(N3CCN(c4cccc(Cl)c4)CC3)c2c1C
→ 0.0, -5, 0.3, -6
N/N=C\c1ccc(S(=O)(=O)c2ccc(Cl)cc2)cc1
→ 0.0, 4, 1.5, 8
O=C1c2cccc(Cl)c2C(=O)N1CCCCCCN1C(=O)c2cccc(Cl)c2C1=O
→ 0.3, 12, -0.2, 3
COc1ccc(NC(=O)c2ncn(-c3ccccc3)n2)cc1
→ 0.8, 10, -1.7, -25

# Compound profiles (already shown). Order of screens: FBW7 act	MITF primary	GPR151 ag	TEAD-YAP block
# Profile of `CCOC(=O)CC1=CSC2=NS(=O)(=O)CCN12` = -0.1	5	2.0	-1
# Profile of `COC(=O)NCC(c1ccco1)N1CCN(c2ccc(F)cc2)CC1` (stereo not drawn) = 0.1	-6	0.6	-1
# Profile of `O=C(NCc1cccs1)c1ccc2c(=O)n(CCCN3CCCC3=O)c(=S)[nH]c2c1` = -0.1	-13	2.6	3

# (more compounds)
# Values run as follows: FBW7 act, MITF primary, GPR151 ag, TEAD-YAP block
Cc1ccc(C)c(Nc2ncnc3ccccc23)c1
→ -0.1, -1, -0.6, 10
COc1cccc(-c2nc3cnccn3c2NCc2ccc3c(c2)OCO3)c1OC
→ 0.1, 6, 0.6, 1
CCc1ccc(CN2CCC(C(=O)NC(C)C)CC2)cc1
→ 0.2, 34, -0.4, 7
COc1cccc(NC(=O)CSC(N)=O)c1
→ -0.1, 2, -1.3, -15
CC1=C(C(=O)OCCOc2ccccc2)C(c2cccc([N+](=O)[O-])c2)C2=C(CCCC2=O)N1 (stereo not drawn)
→ 1.0, 18, 1.7, 3
CN1CCN(NC(=S)Nc2ccccc2F)CC1
→ 0.1, -5, 0.2, 10
O=C(N/N=C/c1cc(Br)ccc1O)c1ccc(O)cc1O
→ -0.8, 22, 0.1, 72*
CCSc1ncc(Cl)c(C(=O)Nc2c(C)n(C)n(-c3ccccc3)c2=O)n1
→ 0.1, -2, 1.5, -5
CC(C)NC(=O)COC(=O)CNC(=O)c1ccc(Cl)cc1
→ 0.1, -9, 1.5, 8
CS(=O)(=O)c1ccc(COC(=O)c2ccccc2O)cc1
→ -0.1, -12, -1.3, -29
CCCCn1c(-c2ccccc2)nc2c(=O)n(C)c(=O)[nH]c21
→ -0.1, -15, 0.5, -1
COC(=O)C1C2CCC(C2)C1C(=O)OCC(=O)c1ccc(Cl)cc1 (stereo not drawn)
→ 0.0, -4, 2.5, 1
COc1ccc(OC)c(-n2c(C)cc(/C=C3/C(=N)N4C=C(C)SC4=NC3=O)c2C)c1
→ -0.1, 7, 1.0, 47*
O=C(NC1CCC(c2ccccc2)CC1)c1cccnc1 (stereo not drawn)
→ 0.0, 12, 0.6, 8
CCOC(=O)C(NC1=C(C)NC1=S)c1ccccc1 (stereo not drawn)
→ 0.2, 21, 3.2, -2
CCc1ccc(C2(c3ccc(CC)cc3)CC2C(=O)Nc2cccc(Br)c2)cc1 (stereo not drawn)
→ 0.0, -9, 0.8, 5
Cc1cccc(NC(=O)CN2C(=O)N/C(=C/c3ccc(C)o3)C2=O)c1
→ -0.1, 0, -0.2, -7
O=C(N/C(=C/c1ccc(Cl)cc1)C(=O)N1CCOCC1)c1ccccc1Br
→ -0.1, 10, 6.3*, 12
O=C(CNC(=O)c1ccc(Cl)cc1)N/N=C/c1ccc(O)cc1
→ 0.0, 0, 0.9, -11
Cc1cc2c(o1)c1cnn(CC(=O)N(Cc3cccnc3)C3CC3)c(=O)c1n2C(C)C
→ 0.0, -20, 1.5, -21
CC(O)Cn1c(N)nc2c1c(=O)[nH]c(=O)n2C (stereo not drawn)
→ 1.1, 17, 0.8, -10
Cc1cccc(-n2c(C)nc3cc(C(=O)NCCC4=CCCCC4)ccc32)c1
→ 0.0, 3, -2.9, -6

# Random excerpt: 2 entries already listed.
# Values run as follows: FBW7 act, MITF primary, GPR151 ag, TEAD-YAP block
CC1=C(C(=O)OCCOc2ccccc2)C(c2cccc([N+](=O)[O-])c2)C2=C(CCCC2=O)N1 (stereo not drawn)
→ 1.0, 18, 1.7, 3
Cc1cc2c(o1)c1cnn(CC(=O)N(Cc3cccnc3)C3CC3)c(=O)c1n2C(C)C
→ 0.0, -20, 1.5, -21

# Assay outcomes from PubChem BioAssay.
